PAX8 reporter: inhibitors of PAX8 transcriptional activity in RMG-I cells. RMG-I TPO-luciferase reporter, SteadyGlo, 24 h. inhibition, % at 12.6 µM. 360,000 compounds, 1.2% hits. AID 652154;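 active means mean replicate inhibition at least 60% with every replicate also reaching 60%; inconclusive means only one of the two criteria is met; inactive means mean below 60% and not all replicates reaching 60%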;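 further: luciferase light reporting Pax8 driven TPO promoter activity; plate controls were median of neutral control wells for no effect and mitoxantrone controls for full effect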
SIRT5 block: inhibitors of human sirtuin-5 desuccinylase; Purified SirT5, succinyl-peptide AMC, trypsin-coupled fluorescence; inhibition, % at 15 µM; 330,000 compounds, 1.1% hits; in the data active means inhibition above about 15%; inconclusive means no clear call, values can overlap the other calls
Target sequence (Q9NXA8 whole entry, looked up): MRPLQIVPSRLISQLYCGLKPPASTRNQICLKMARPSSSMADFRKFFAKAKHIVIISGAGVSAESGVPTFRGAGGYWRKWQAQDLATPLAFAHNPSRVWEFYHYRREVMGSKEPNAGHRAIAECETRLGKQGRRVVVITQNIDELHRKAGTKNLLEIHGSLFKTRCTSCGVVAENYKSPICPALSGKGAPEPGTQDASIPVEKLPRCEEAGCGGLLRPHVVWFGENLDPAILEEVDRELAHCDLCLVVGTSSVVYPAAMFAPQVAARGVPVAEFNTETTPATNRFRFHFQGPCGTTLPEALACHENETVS
LGR2 inh: inhibitors of bursicon-induced Drosophila LGR2 receptor cAMP signaling | HEK293 LGR2, CRE-luciferase, bursicon-stimulated, 4 h | inhibition, % at 9.99 µM | 380,000 compounds, 0.35% hits | AID 720647;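 active means drop in luminescence signal, shown as inhibition above about 50% in the replicate tests, limit read from the data, passing the limit was not always enough; inconclusive means probably only some replicates passing the limit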;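 further: agonist challenge used bursicon conditioned medium at about half maximal strength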
DENV2 CPE: protects cells from dengue virus 2 cytopathic effect. DENV2-infected cells, cytopathic effect rescue, plate reader. 350,000 compounds, 1.7% hits. CPE inhibition, % at 9.99 µM. AID 651640; in the data active means CPE inhibition above about 20%, passing the limit was not always enough; inconclusive means no clear call, values can overlap the other calls; tested in BHK-21 cells;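 further: 0% = median of neutral control wells and 100% = median of positive control wells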
EWS-Fli block: blocks EWS/Fli oncoprotein-driven transcription. A673 NR0B1-luciferase reporter, viability-normalised. 350,000 compounds, 0.67% hits. inhibition, % at 12.6 µM;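 active means mean inhibition of at least 50% after viability correction, with every replicate also passing that limit; inconclusive means mean reaches 50% but only one of two replicates passes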;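 further: firefly luciferase signal divided by Alamar Blue viability fluorescence both relative to DMSO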
CASP6 VEID inh: caspase-6 (human) enzyme inhibition. purified caspase-6, Z-VEID-R110 cleavage fluorescence. inhibition, % at 12.5 µM. 350,000 compounds, 0.53% hits. AID 686996;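 active means mean inhibition across replicates at least about 35%, with every replicate also reaching that limit, limit read from the data; inconclusive means only one of the two criteria met; inactive means neither criterion met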;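 further: 0% = median of neutral control wells and 100% = no fluorescence left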
Target sequence (P55212 24-179 limits assumed): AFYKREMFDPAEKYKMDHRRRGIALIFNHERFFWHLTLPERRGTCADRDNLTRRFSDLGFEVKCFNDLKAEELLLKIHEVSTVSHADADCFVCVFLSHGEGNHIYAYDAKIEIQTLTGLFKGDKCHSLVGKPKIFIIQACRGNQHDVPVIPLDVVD
Target sequence (P55212 194-293 limits assumed): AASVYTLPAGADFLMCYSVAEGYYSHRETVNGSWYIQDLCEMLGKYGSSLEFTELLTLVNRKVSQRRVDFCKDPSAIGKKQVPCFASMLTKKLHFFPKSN
ARNT TACC3 PPI: disruptors of human ARNT/TACC3 interaction | Q9Y6A5 | AlphaScreen His-ARNT PAS-B/GST-TACC3 binding, luminescence; TACC3 fragment carries E629A point mutation | inhibition, % at 9.99 µM | 390,000 compounds, 0.66% hits;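 active means mean inhibition of replicates at least 50% and at least half of replicates each reaching 50%; inconclusive means half or more replicates reach 50% but mean below 50%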;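 further: 0% = complete ARNT plus TACC3 wells and 100% = ARNT alone without TACC3; many hits fall short of the cut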
* hit, by the source's call; i = inactive; u = inconclusive; x = not tested or not shown.

SMILES	PAX8 reporter	SIRT5 block	LGR2 inh	DENV2 CPE	EWS-Fli block	CASP6 VEID inh	ARNT TACC3 PPI
CC(C)(C)NC(=O)CN(C(=O)c1csnn1)c1ccccc1-c1ccccc1	10	-1	-9	-3	-3	-2	2
O=C(CN1CCOCC1)N1CC2(C1)[C@@H](c1ccccc1)[C@@H](CO)N2Cc1cccc(F)c1	-6	1	-5	7	0	x	x
O=C(NCc1ccc(F)cc1)c1cc(C2CCCCN2S(=O)(=O)c2ccc(F)cc2F)on1 (stereo unspecified)	8	x	27	-12	-7	-2	x
CN(C)CC(=O)N1CCCCN2[C@@H](CO)[C@@H](c3ccc(-c4ccccc4)cc3)[C@@H]2C1	15	0	12	-34	1	2	11
CC1CN(C(=O)COC(=O)c2cc(Cl)ccc2Cl)CC(C)O1 (stereo unspecified)	11	10	15	-3	-14	-2	-5
Cc1noc(C)c1NC(=O)Nc1cccc2c1O[C@H](CN(C)C(=O)NC1CCCCC1)[C@H](C)CN([C@H](C)CO)C2=O	x	4	18	u	-7	-3	-3
NC(=O)CSc1nc(-c2ccccc2)nc2c1CCCC2	-25	-2	9	x	4	1	-20
CSc1ccc(/C=N/N2CCN(Cc3ccccc3)CC2)cc1	-33	-4	-17	2	-28	2	3
O=C(O)C[C@H]1C=C[C@@H](NC(=O)Nc2ccccc2)[C@H](CO)O1	8	2	-7	-5	0	-1	-2
CCCN1C(=O)c2[nH]nc(-c3ccccc3)c2C1c1ccccc1 (stereo unspecified)	11	x	-14	1	6	-3	x
C[C@H](CO)N1C[C@H](C)[C@H](CN(C)Cc2ccc(Cl)c(Cl)c2)Oc2ccc(NS(=O)(=O)c3ccc(F)cc3)cc2C1=O	-38	0	-10	10	-3	2	-1
O=C(COC(=O)C1CC2CCCC(C1)C2=O)NNC(=O)c1ccccc1Br (stereo unspecified)	-14	-4	-14	-4	0	0	-6
N#C[C@@H]1[C@@H](c2ccc(C#Cc3cccc(F)c3)cc2)[C@@H](CO)N1C(=O)C1CC1	-11	-1	-4	-11	-17	-2	-9
COc1cccc(S(=O)(=O)Nc2ccc3c(c2)[C@@H]2C[C@@H](CC(=O)NCc4ccc(Cl)cc4)O[C@H](CO)[C@@H]2O3)c1	59	1	9	-4	11	-1	-2
O=C(NC(=S)Nc1cccc(Cl)c1N1CCCCC1)c1cccs1	x	-3	19	x	9	-2	-4
O=C1N=c2ccccc2=C1c1sc(NS(=O)(=O)Cc2ccccc2)nc1O	9	3	-4	6	6	4	1
COc1ccc(-n2ncc3c(=O)n(Cc4c(F)cccc4Cl)cnc32)cc1	-2	-5	-16	-5	-51	-2	-4
COc1cccc(CNC(=O)CN2CCC(c3nc4ccc(C)cc4[nH]3)CC2)c1	17	1	-10	x	0	1	-2
FC(F)Oc1ccc(-c2c[n+]3c(n2-c2ccccc2)CCCCC3)cc1	7	0	-1	5	18	-3	-7
CCCCCC(=O)NC(=S)Nc1ccc(Br)cc1C	14	1	x	-5	18	-5	-28

Compounds shown so far that contain a carbonyl joined to an NH by a bond outside any ring (ten):
SMILES	PAX8 reporter	SIRT5 block	LGR2 inh	DENV2 CPE	EWS-Fli block	CASP6 VEID inh	ARNT TACC3 PPI
CC(C)(C)NC(=O)CN(C(=O)c1csnn1)c1ccccc1-c1ccccc1	10	-1	-9	-3	-3	-2	2
O=C(NCc1ccc(F)cc1)c1cc(C2CCCCN2S(=O)(=O)c2ccc(F)cc2F)on1 (stereo unspecified)	8	x	27	-12	-7	-2	x
Cc1noc(C)c1NC(=O)Nc1cccc2c1O[C@H](CN(C)C(=O)NC1CCCCC1)[C@H](C)CN([C@H](C)CO)C2=O	x	4	18	u	-7	-3	-3
NC(=O)CSc1nc(-c2ccccc2)nc2c1CCCC2	-25	-2	9	x	4	1	-20
O=C(O)C[C@H]1C=C[C@@H](NC(=O)Nc2ccccc2)[C@H](CO)O1	8	2	-7	-5	0	-1	-2
O=C(COC(=O)C1CC2CCCC(C1)C2=O)NNC(=O)c1ccccc1Br (stereo unspecified)	-14	-4	-14	-4	0	0	-6
COc1cccc(S(=O)(=O)Nc2ccc3c(c2)[C@@H]2C[C@@H](CC(=O)NCc4ccc(Cl)cc4)O[C@H](CO)[C@@H]2O3)c1	59	1	9	-4	11	-1	-2
O=C(NC(=S)Nc1cccc(Cl)c1N1CCCCC1)c1cccs1	x	-3	19	x	9	-2	-4
COc1cccc(CNC(=O)CN2CCC(c3nc4ccc(C)cc4[nH]3)CC2)c1	17	1	-10	x	0	1	-2
CCCCCC(=O)NC(=S)Nc1ccc(Br)cc1C	14	1	x	-5	18	-5	-28

(more compounds)
SMILES	PAX8 reporter	SIRT5 block	LGR2 inh	DENV2 CPE	EWS-Fli block	CASP6 VEID inh	ARNT TACC3 PPI
COc1ccc(CN2CC3(CN(C(C)=O)C3)c3c(n(C)c4cc(OC)ccc34)[C@H]2CO)cc1	x	0	-8	4	4	0	x
CC1=NN(c2ccc([N+](=O)[O-])cc2)C(=O)/C1=C\N(C)C	-2	x	-18	7	-26	6	5
Cc1ccc(-n2nnc3c(=O)n(Cc4ccccn4)cnc32)cc1C	-6	-5	-4	-3	5	-2	-2
Oc1ccc(-n2cccc2/C=N/n2cnnc2)cc1	-6	1	-24	5	2	0	-1
CC(C)C[C@@H](CN1CCCC1CN1C(=S)NC[C@@H]1Cc1ccccc1)N1C[C@H](Cc2ccc(O)cc2)N(CC2CCCCC2)C1=S (stereo partly specified)	17	0	2	x	11	-3	x
C[C@H]1CN([C@@H](C)CO)C(=O)Cc2cc(NC(=O)Cc3ccccc3)ccc2O[C@H]1CN(C)S(=O)(=O)c1cn(C)cn1	-7	x	12	5	-2	x	-1
CC(=O)NC(CCS(C)(=O)=O)C(=O)Nc1ccc2c(c1)OCCO2 (stereo unspecified)	x	-7	1	-10	-4	-1	-4
CC1CC(C)(C)NC(=S)N1CCC(=O)Nc1ccc2c(c1)OCCO2 (stereo unspecified)	13	0	28	x	21	6	3
COc1ccc(-c2ccc(N)[n+](CCCC(=O)O)n2)cc1	-12	5	-3	-7	-11	-3	i
CCOC(=O)Cn1cnc2c(nnn2-c2cccc(OC)c2)c1=O	-15	-4	9	-2	3	1	-7
CCOC(=O)C1=CN(Cc2cccc(F)c2)S(=O)(=O)NC1c1ccccc1 (stereo unspecified)	3	-1	1	-13	9	-3	-1
O=C1C(=O)N(Cc2cccnc2)C(c2ccc(Br)cc2)/C1=C(\O)c1ccc2c(c1)OCCO2 (stereo unspecified)	-9	1	-7	2	x	1	3
CC(=O)c1c(OC(=O)c2ccccc2)ccnc1C(F)(F)F	15	2	18	-4	5	1	3
Cc1ccc(S(=O)(=O)Nc2ccc3c(c2)C(=O)N([C@@H](C)CO)C[C@@H](C)[C@@H](CN(C)Cc2ccc(Oc4ccccc4)cc2)O3)cc1	16	x	11	x	18	x	x
COCC(=O)N[C@H]1C=C[C@H](CC(=O)N2CCCCC2)O[C@@H]1CO	-22	1	0	3	-2	0	2
CCCCNC(=O)c1cc(C)nn1-c1ccccc1	4	-2	1	-3	6	1	0
Cc1ccccc1NC(=O)CSc1nc2c(c(-c3ccco3)c1C#N)CCCC2	x	0	3	-3	-5	-2	-35
CO[C@@H]1CN(C)C(=O)c2cc(NC(=O)NC(C)C)ccc2OC[C@H](C)N(CC2CC2)C[C@H]1C	-2	2	-18	5	-8	1	-3
Cc1ccc(S(=O)(=O)Nc2ccc3c(c2)C(=O)N([C@@H](C)CO)C[C@H](C)[C@@H](CN(C)Cc2ccc(Cl)c(Cl)c2)OCCCC[C@@H](C)O3)cc1	103*	15	0	-2	12	-1	21
C[C@@H](NC(=O)C[C@@H]1C=C[C@H](NS(=O)(=O)c2cccc(F)c2)[C@@H](CO)O1)c1ccccc1	-6	0	23	-9	3	-3	-5
CCOC(=O)c1c(NC(=O)C(C)N2CCN(S(=O)(=O)c3cccs3)CC2)sc2c1CCC(C)C2 (stereo unspecified)	5	x	8	x	x	x	-4
O=C1[C@H]2[C@@H](C3CC3)N3C(=O)CN(CC4CC4)C(=O)[C@@]3(Cc3ccccc3)[C@H]2C(=O)N1c1ccccc1	-10	4	x	3	-5	0	5
C[C@@H]1CN([C@@H](C)CO)C(=O)c2c(c3ccccc3n2C)-c2ccccc2CO[C@@H]1CN(C)Cc1ccc(O)cc1	19	0	-2	u	x	-3	x
O=C(CN1C(=O)NC2(CCCCC2)C1=O)NCCc1c[nH]c2ccccc12	6	-1	1	1	6	-4	-2
C[C@@H]1CN([C@H](C)CO)S(=O)(=O)c2ccc(Br)cc2O[C@H]1CN(C)CC1CCCC1	-25	12	-1	-6	8	0	0
CCSc1nnc(Cn2c(=O)sc3ccccc32)n1C	-24	1	-11	-7	-6	-1	x
CCOc1ccc(S(=O)(=O)NCCC(=O)NCC(c2ccc(F)cc2)N2CCOCC2)cc1 (stereo unspecified)	16	-1	12	u	-4	-105	0
COCc1nnc(NC(=O)CCS(=O)(=O)c2ccccc2)s1	66*	-7	14	2	-9	4	1
Cc1nn(CC(=O)NCCc2ccccc2)c(=O)c2cccn12	-4	-3	-10	3	x	2	4
COc1cc(SC)ccc1C(=O)OCc1nc2ccsc2c(=O)[nH]1	-12	1	1	-6	-18	-1	1
COc1ccc2nc(SCC(=O)Nc3cc(OC)c(OC)cc3C(=O)O)c(C)cc2c1	-5	0	x	2	-25	-2	-3
Cc1ccc(/C=C/C(=O)OCC(=O)Nc2cccnc2Cl)cc1	-32	-1	-39	-3	-11	1	x
C[C@H]1CN([C@@H](C)CO)C(=O)Cc2cc(NS(=O)(=O)c3ccccc3)ccc2O[C@H]1CN(C)C(=O)NC1CCCCC1	-15	2	13	0	-2	5	-2
CC(=O)c1cccc(NC(=O)C2CC(=O)N(C3CCCC3)C2)c1 (stereo unspecified)	-3	x	2	-10	-1	0	-4
CN(C)S(=O)(=O)c1ccc(NC(=O)COc2ncnc3c2cnn3-c2ccccc2)cc1	-7	x	-3	x	x	x	2
COc1ccc(CCC(=O)Nc2ccc(S(=O)(=O)N3CCOCC3)cc2)cc1OC	-3	-2	11	1	2	-1	x
C=CCn1c(SCC(=O)Nc2nnc(C)s2)nnc1-c1cccnc1	4	1	4	1	9	-2	1
COc1ccccc1C#Cc1ccc([C@H]2[C@@H](CO)N3CCCCN(CCC(F)(F)F)C[C@@H]23)cc1	-12	3	-2	1	4	-3	16
C=CCC(Nc1ccccc1)C12C=CC(O1)C(C(=O)OC)=C2C(=O)OC (stereo unspecified)	x	13	3	x	x	-1	2
COc1cc(CN2CCNC(=O)C2CC(=O)N2CCCCO2)cc(OC)c1 (stereo unspecified)	2	-3	9	6	-8	0	x

Reprinted at random: 2 compounds from above, in no set order.
SMILES	PAX8 reporter	SIRT5 block	LGR2 inh	DENV2 CPE	EWS-Fli block	CASP6 VEID inh	ARNT TACC3 PPI
C[C@H](CO)N1C[C@H](C)[C@H](CN(C)Cc2ccc(Cl)c(Cl)c2)Oc2ccc(NS(=O)(=O)c3ccc(F)cc3)cc2C1=O	-38	0	-10	10	-3	2	-1
CCCN1C(=O)c2[nH]nc(-c3ccccc3)c2C1c1ccccc1 (stereo unspecified)	11	x	-14	1	6	-3	x

Screens (PubChem BioAssay)
